From PubChem BioAssay
USP1-UAF1 inh = USP1/UAF1 (human) deubiquitinase inhibition. O94782. recombinant USP1/UAF1, Ub-Rhodamine cleavage fluorescence. Potency, µM (top dose mostly 57.1 µM), for the others: top-dose activity change, negative = inhibition, most hits filed as inhibitors. 390,000 compounds, 0.23% hits; also: potency is read from the fitted curve at half-maximal effect; % is scaled to controls: 0 for no effect and ±100 for the full control effect; nearly all actives have a fitted effect of over 60% in size; inactives centre near -12
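Step one: compound is pinned into 1nM USP1/UAF1 in HEPES pH 7.8 buffer with TCEP. Step two: 15 min room-temperature incubation. Step three: Ub-Rho (150nM final) starts cleavage, tracked by fluorescence over six one-minute reads.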
LDHA inh = inhibitors of human lactate dehydrogenase A; P00338; purified LDHA, NADH/diaphorase-resazurin fluorescence; stronger effect = lower value; activity change, % (values are at about 110 or 230 µM); 480,000 compounds, 0.15% hits; AID 1347041; in the data active = activity change below about -30%; inconclusive = mostly about -25% to -30%;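 also: plate controls were DMSO wells for no effect and wells without enzyme for full effect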
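Remaining NADH was detected by diaphorase (0.133 mg/mL) converting 37 µM resazurin to fluorescent resorufin, read at 0 and 20 minutes. The preceding 5-minute room-temperature reaction used 2 nM LDHA, 0.2 mM sodium pyruvate and 0.06 mM NADH at pH 7.4.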
PI4K2A block = blocks human PI4K2A kinase activity; activity change, negative = inhibition, % at 76.9 µM; 420,000 compounds, 0.13% hits; Q9BTU6; AID 1346378; purified PI4K2A, ADP-Glo luminescence, 1 h; stronger effect = lower value; in the data active = activity change below about -50%; inconclusive = mostly about -30% to -49%;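 also: -100% = wells without enzyme as full effect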
Target sequence (Q9BTU6 whole entry, looked up): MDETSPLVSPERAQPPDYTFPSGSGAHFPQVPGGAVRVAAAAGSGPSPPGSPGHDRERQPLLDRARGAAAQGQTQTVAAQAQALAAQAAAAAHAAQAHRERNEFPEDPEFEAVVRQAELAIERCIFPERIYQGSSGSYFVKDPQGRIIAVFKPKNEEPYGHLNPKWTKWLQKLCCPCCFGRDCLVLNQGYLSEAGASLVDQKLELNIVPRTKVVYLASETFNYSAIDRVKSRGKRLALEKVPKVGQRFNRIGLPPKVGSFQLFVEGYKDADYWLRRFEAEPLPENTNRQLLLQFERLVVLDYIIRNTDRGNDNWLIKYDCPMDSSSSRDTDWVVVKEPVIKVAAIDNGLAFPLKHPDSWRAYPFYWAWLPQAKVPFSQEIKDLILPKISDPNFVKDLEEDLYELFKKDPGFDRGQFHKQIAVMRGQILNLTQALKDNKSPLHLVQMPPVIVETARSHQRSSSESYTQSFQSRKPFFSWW
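Compounds are screened against recombinant PI4K2A using PI as substrate and ATP, the latter dispensed at 300 microM. Reactions run one hour at ambient temperature before ADP-Glo detection; full inhibition defined by wells lacking enzyme.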
RXFP1 ag = activates the human relaxin receptor RXFP1 | Q9HBX9 | HEK293T-RXFP1 cAMP TR-FRET, 30 min; response scale: percent of porcine relaxin response, buffer zero | Potency, µM (doses to about 57.5 µM), without a hit: top-dose activation, actives largely listed as activators | 370,000 compounds, 0.3% hits; also: potency is read from the fitted curve at half-maximal effect; % is scaled to controls: 0 for no effect and ±100 for the full control effect; nearly all actives have a fitted effect of over 60% in size; many of its hits are not listed in these tables
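HEK293 cells stably expressing RXFP1, treated 30 min at 37C with compounds plus PDE4 inhibitor Ro 20174; cAMP measured by HTRF TR-FRET. Normalized to buffer and 29 nM porcine relaxin; EC50 by Hill fit.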
Vif-APOBEC3G blk = inhibitors of Vif-APOBEC3G interaction | Q9HC16 | HeLa A3G-eYFP + Vif (tagged APOBEC3G with the HIV-1 protein that degrades it), YFP fluorescence, overnight | 410,000 compounds, 0.076% hits | Potency, µM (top dose mostly 46.1 µM), without a hit: top-dose activity, negative = active, actives largely listed as inhibitors;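 also: potency is read from the fitted curve at half-maximal effect; % is scaled to controls: 0 for no effect and ±100 for the full control effect; nearly all actives have a fitted effect of over 60% in size; hits raise eYFP signal because A3G escapes Vif-driven loss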
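Read-out is eYFP fluorescence (Ex 488/Em 500-530) from Vif-expressing HeLa A3G-eYFP cells; more signal means A3G escaped Vif-mediated degradation. Cells plated overnight, compound pinned in, incubated overnight at 37 deg C.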
mIDH1 inhibitor = blocks human mutant IDH1 R132H enzyme; Potency, µM (top dose mostly 76.6 µM), inactives show at the highest dose activity change, negative = inhibition, most hits filed as inhibitors; IDH1-R132H enzyme, NADPH consumption, diaphorase/resazurin fluorescence; O75874; 390,000 compounds, 0.093% hits; also: potency is read from the fitted curve at half-maximal effect; % is scaled to controls: 0 for no effect and ±100 for the full control effect; nearly all actives have a fitted effect of over 65% in size
Target sequence (O75874 whole entry R132H, stated change not applied): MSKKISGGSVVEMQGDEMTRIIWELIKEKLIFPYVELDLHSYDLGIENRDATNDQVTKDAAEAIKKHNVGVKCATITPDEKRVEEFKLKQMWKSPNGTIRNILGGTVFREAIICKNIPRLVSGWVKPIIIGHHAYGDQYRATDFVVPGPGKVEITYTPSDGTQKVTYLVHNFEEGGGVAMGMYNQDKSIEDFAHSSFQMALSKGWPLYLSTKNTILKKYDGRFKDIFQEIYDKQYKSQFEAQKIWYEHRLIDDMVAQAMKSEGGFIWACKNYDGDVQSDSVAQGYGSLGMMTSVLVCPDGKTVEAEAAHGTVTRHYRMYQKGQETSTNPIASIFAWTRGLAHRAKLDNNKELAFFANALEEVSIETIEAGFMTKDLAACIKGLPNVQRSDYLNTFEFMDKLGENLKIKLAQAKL
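IDH1-R132H (0.5 ug/mL dispensed) in pH 7.5 Tris buffer was preincubated 30 min with compound, then given a substrate mix of 0.016 mM NADPH and 2 mM alpha-KG for 80 min at room temperature; remaining NADPH was read by diaphorase/resazurin fluorescence.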
TrxR1 substrate = is turned over as a substrate by rat TrxR1; AID 588456; Potency, µM (doses to about 114 µM), for the others: at the top dose activity change, negative = substrate turnover; purified TrxR1 substrate turnover, NADPH consumption readout; 390,000 compounds, 0.01% hits; O89049; also: potency is read from the fitted curve at half-maximal effect; % is scaled to controls: 0 for no effect and ±100 for the full control effect; nearly all actives have a fitted effect of over 50% in size
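Rat TrxR1, dispensed at 90 nM, was prereduced with 400 uM NADPH (final) for 5 min at ~22 deg C, then incubated with compound 15 min before 400 uM selenite. A first-read NADPH fluorescence drop versus no-compound background flagged substrates.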
Vif-A3F inh = inhibitors of Vif-A3F interaction; Potency, µM (series often up to 46.1 µM), without a hit: at the highest dose activity, negative = active; 390,000 compounds, 0.2% hits; HeLa A3F-eYFP + Vif (tagged APOBEC3F with the HIV-1 protein that degrades it), YFP fluorescence increase; also: potency is read from the fitted curve at half-maximal effect; % of control where 0% means no effect; nearly all actives have a fitted effect of over 65% in size
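HeLa cells stably expressing Vif plus C-terminally eYFP-tagged A3F were seeded, incubated overnight at 37 deg C, dosed with compound, incubated overnight again at 37 deg C. Yellow fluorescence (Ex 488/Em 500-530) reported blocked Vif-mediated A3F-eYFP degradation.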
GRP78 ERSR act = induces the endoplasmic reticulum stress response in human glioma cells; U87-MG GRP78 promoter luciferase reporter, 16 h; Potency, µM, without a hit: at the top dose activation, usual class: activators; 420,000 compounds, 0.02% hits; AID 602332; also: potency is read from the fitted curve at half-maximal effect; series mostly up to about 76 µM; % of control where 0% means no effect; nearly all actives have a fitted effect of over 35% in size
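Stably transfected U87-MG human glioma cells carrying a GRP78-based luminescent sensor were seeded at 1000 cells/well, pin-dosed with compounds and incubated 16 h. Luciferase reagent was then added, and end-point luminescence was read after 10 min at room temperature.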
The depositor's hits bear a star; u = inconclusive; x = not tested or not shown; & = joins results of further samples; [ ] = another dose, or the depositor's remark. Unless noted, calls follow the shape of the dose curve; as a rule, active = well fitted curve in the direction sought with a large enough effect; inconclusive = small, poorly fitted or top-dose-only effect, or another doubt; inactive = no such curve, though single readings can be large; an effect the other way counts as inactive or inconclusive. A portion of the library, so the mix of outcomes need not match the whole.

SMILES	USP1-UAF1 inh	LDHA inh	PI4K2A block	RXFP1 ag	Vif-APOBEC3G blk	mIDH1 inhibitor	TrxR1 substrate	Vif-A3F inh	GRP78 ERSR act
COc1ccc(NC(=S)N(Cc2ccc(C)cc2)Cc2ccccn2)cc1	-17%	-8	6	-0.4%	0%	-6%	5%[57.1 µM]	1%	-3%
Nc1ncnc(Nc2ccccc2Cl)n1	-21%	-1	-12	1.2%	1%	18%	-2%	-1%	0%
O=C1C2C3C=CC(CC3)C2C(=O)N1c1cccc(Br)c1 (stereo not drawn)	-9%	-2	1	3.6%	4%	3%	5%	8%	-1%
N#Cc1cccc(Nc2ncnc3c2cnn3-c2cccc(Cl)c2)c1	-13%	2	-2	5.5%	-3%	22%	5%[57.1 µM]	-18%	0%
COc1cccc(CC(=O)OCC(=O)NNC(=O)c2ccc([N+](=O)[O-])cc2)c1	-17%	-3	-1	6.8%	1%	3%	2%	3%	-2%
CSCCC(NC(=O)c1ccccc1Br)C(=O)NCC1CCCCC1 (stereo not drawn)	-8%	-2	-1	1.0%	-13%	0%	-3%	5%	-2%
Cc1cccc(/C(N)=N/OC(=O)c2ccco2)c1	1%	-2	-12	0.4%	-10%	5%	-7%	-15%	-2%
Cc1ccc(-n2nnnc2CNC(=O)c2ccc3c(c2)OCO3)cc1C	-10%	-3	-5	-2.9%	-2%	-5%	-6%	0%	-1%
C#CCOCCOCCOCCNc1nc(N2CCOCC2)nc(N2CCN(C(=O)Cn3cc(CCCN=C(N)N)nn3)CC2)n1	-17%	-3	-4	1.4%	1%	-8%	-2%	5%	-2%
CCC(=O)N1CCc2cc(S(=O)(=O)CCC(=O)NCc3ccccc3OC)ccc21	-20%&-22%	4&2	-4&1	-0.1%&2.4%	-7%&-1%	0%&18%	15%&-4%	-12%&-1%	-5%&-3%
CCC(O)(CC)C(=O)NN(C(=O)CCl)c1ccccc1	-21%	-6	-1	1.0%	0%	2%	0%	-1%	-5%
COc1cc2c(cc1OC)CN(C(=O)Cc1ccc(OC)c(S(=O)(=O)N3CCOCC3)c1)CC2	-8%	4	-2	1.7%	2%	2%	19%	x	-4%
Cc1ccc(CNC(=O)CCNS(=O)(=O)c2ccc3c(c2)CCCC(=O)N3)cc1	-14%	-7	-2	-3.8%	1%	-16%	-4%	4%	-1%
COCCn1c(C)cc(C(=O)COc2cccnc2[N+](=O)[O-])c1C	-11%	2	11	0.6%	0%	-6%	-6%	-13%	-7%
CSc1cccc(CN2CCC(n3nccc3NC(=O)C3CC3)CC2)c1	-5%	-5	4	3.5%	-3%	1%	6%[57.1 µM]	-11%	-4%
CCc1ccc(C(=O)Nc2ccc(OC)c(S(=O)(=O)N3CCOCC3)c2)cc1	-23%	1	-1	0.1%	2%	-1%	4%[57.1 µM]	-1%	-3%
CCOC(=O)c1cnc(SCC(=O)N2CCc3ccccc32)nc1N	-10%	-6	-1	29%	2%	-5%	9%	-3%	0%
CCN(CC)CCCNC(=O)C(C)Sc1nc(-c2ccccc2)cc(C(F)(F)F)n1 (stereo not drawn)	-21%	0	0	-3.0%	0%	-4%	3%	-9%	-5%
CCOC(=O)CSc1nnc(NC(=O)CN2CCCCC2)s1	-27%	-3	7	1.2%	-6%	0%	5%	-23%	-6%
CCCCn1nc(C(=O)NNC(=O)c2ccncc2)c2ccccc2c1=O	-8%	-2	-1	3.3%	0%	4%	-7%	-6%	-5%
Cc1[nH]c(=O)[nH]c(=O)c1/C=N/NC(=O)[C@@H](N)CC(C)C	-14%	3	-60*	2.5%	0%	9%	7%	-12%	-1%
CC1(c2ccc3ccccc3c2)CCC(=O)O1 (stereo not drawn)	-12%	-7	9	x	2%	-6%	4%[11.4 µM]	6%	3%
CCOC(=O)C1(Cc2ccccc2C#N)CCCCC1=O (stereo not drawn)	-6%	-4	3	x	-2%	18%	8%	4%	-5%
CCOC(=O)c1c(OCC)[nH]c2ccc(O)cc12	-2%	4	-10	0.0%	2%	-2%	4%[57.1 µM]	-14%	-2%
O=C(COC(=O)c1ccc[nH]c1=O)c1ccc(Cl)s1	-1%	5	4	3.3%	2%	0%	6%	-1%	-7%
Further records
SMILES	USP1-UAF1 inh	LDHA inh	PI4K2A block	RXFP1 ag	Vif-APOBEC3G blk	mIDH1 inhibitor	TrxR1 substrate	Vif-A3F inh	GRP78 ERSR act
CCN(CC)CC(=O)N1c2ccccc2CCc2ccc(NC(=O)c3cc(OC)c(OC)c(OC)c3)cc21	-27%	-1	1	-2.8%	-3%	1%	2%[57.1 µM]	7%	-4%
CC(=O)/C(=N\Nc1ccccc1)Sc1nncn1C	-18%	0	0	1.8%	-4%	5%	-1%	-6%	-1%
Cc1ccc(C2(C)NC(=O)N(CC(=O)N3CCc4ccccc43)C2=O)cc1 (stereo not drawn)	u	-2	1	x	-3%	5%	-7%[57.1 µM]	5%	-4%
Cc1ccc(C)c(OCc2cc(C(=O)N3CCN(c4ccccc4)CC3)no2)c1	-16%	2	-2	-0.7%	3%	-8%	-2%	0%	u
O=C(CN1C(=O)CSc2ccc(S(=O)(=O)N3CCCC3)cc21)Nc1cccc(Cl)c1	u	-13	-1	-1.7%	2%	-16%	-8%	2%	-4%
COc1ccc(OC2C(=O)N(c3ccc(F)cc3)C2c2ccc(OC)c(OC)c2)cc1 (stereo not drawn)	-18%	3	-2	1.9%	-2%	1%	2%	1%	-3%
COc1ccccc1NC(=O)c1ccc(NC(=O)CSc2ncn[nH]2)cc1	3%	0	-1	1.2%	-2%	6%	2%	-5%	0%
N#Cc1cccc(C(Br)S(=O)(=O)c2ccccc2)c1 (stereo not drawn)	-1%	-10	-3	x	2%	7%	x	0%	-4%
Cc1ccc2oc(=O)c3cc(C(=O)NCCCN4CCCCCC4)sc3c2c1	-15%	-8	4	3.6%	0%	14%	8%	-7%	-9%
Cc1ccc(C)c(OCCOCCN2CC(C)OC(C)C2)c1C (stereo not drawn)	-3%	-10	-3	5.6%	-5%	0%	2%	-12%	-7%
COCc1cc(=O)[nH]c(SC)n1	3%	-8	2	4.4%	1%	-2%	-2%[57.1 µM]	-3%	-4%
Cc1ccc(NC(=O)CSCC(=O)NCc2ccco2)cc1	-18%	-1	-2	1.3%	0%	0%	-1%[57.1 µM]	7%	-6%
Cc1cccc(NC(=O)C2CC(=O)N(Cc3ccccc3)C2)n1 (stereo not drawn)	1%	-7	3	2.1%	0%	-3%	-4%	-14%	-3%
Cc1cc(-c2ccccc2)nc(SCC(=O)N2CCCC2)n1	-14%	-15	4	4.9%	4%	0%	-2%[57.1 µM]	10%	5%
Cn1ccc2c(-c3ccc(C(F)(F)F)cc3)cc3c(c21)C1CCC3C1 (stereo not drawn)	x	-4	1	x	-1%	x	x	x	-4%
CCc1nnc(NC(=O)CCc2ccc(C)o2)s1	-18%	0	-2	0.7%	0%	0%	14%	-1%	-1%
O=C(NCc1ccc2c(c1)CCN2C(=O)c1ccccc1)Nc1cccc(C(F)(F)F)c1	-26%	-7	-6	0.5%	3%	4%	-6%[57.1 µM]	-3%	-6%
COc1ccc(-c2nnc(NC(=O)CS(=O)(=O)c3ccc(F)cc3)o2)cc1	-15%	0	-1	-0.9%	-1%	0%	-2%	7%	-2%
Cc1cc(C(=O)NCc2ccccc2Cl)n(-c2ccccc2)n1	-19%	-1	-3	1.9%	1%	-1%	6%[57.1 µM]	-4%	1%
CCOc1ccc(NC(=S)Nc2ccc(F)cc2)cc1	-6%	2	-1	1.0%	1%	-7%	-2%	8%	-2%
CCCCCNC(=O)Cc1cc(=O)[nH]c(=O)[nH]1	-16%	-6	1	0.0%	-3%	-2%	0%[57.1 µM]	-2%	-2%
Cc1cc(C)c(C)c(S(=O)(=O)N2CCN(c3ccccn3)CC2)c1C	-14%	-3	1	0.3%	0%	0%	-12%	-12%	-1%
CN(C)C1=C2C=CC=CC2/C(=C2/C=Cc3ccccc32)C=C1 (stereo not drawn)	x	4	x	x	-6%	x	-4%	x	-1%
COCCN1C(=O)c2cc(C(=O)Nc3cccc(F)c3)ccc2C1Nc1cccc(F)c1 (stereo not drawn)	-16%	-5	-1	1.5%	2%	-4%	1%[57.1 µM]	-3%	-2%
COC(=O)C1=C[C@@H](C(=O)OC)[C@@H]2C3=C(C(=O)[C@]2(C)NC(=O)c2ccccc2)[C@H](C)n2c(=O)n(-c4ccccc4)c(=O)n2[C@@H]3C1	-19%	-2	0	x	-1%	-8%	-12%	4%	-2%
COc1ccc(CNC(=O)CCC(=O)N2CC3CCCN3c3ccccc32)cc1 (stereo not drawn)	-8%	2	-10	-2.4%	2%	21%	-6%[57.1 µM]	4%	-2%
c1cc2c(cc1-c1cnc3n1CCC3)OCCO2	-7%	-14	-1	1.2%	-6%	13%	12%	-2%	-3%
C#CCOCCOCCOCCNc1nc(N2CCN(C(=O)[C@H](CCCCN)n3cc([C@@H](N)CC(C)C)nn3)CC2)nc(N2CCN(C(=O)[C@H](CCCCN)n3cc([C@@H](N)CC(C)C)nn3)CC2)n1	-20%	-2	-2	1.3%	2%	-9%	-2%[57.1 µM]	1%	-4%
